# 15-hLO-2 inh: inhibitors of human 15-lipoxygenase 2 (ALOX15B); purified 15hLO-2, xylenol orange hydroperoxide absorbance; O15296; Potency, µM (doses to about 57.1 µM), without a hit: at the top dose activity change, negative = inhibition, usual class: inhibitors; 110,000 tested, 0.56% active; AID 881; further: potency means the concentration at half of the fitted maximal effect; nearly all actives have a fitted effect of over 60% in size; many of its hits are not listed in these tables
#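 Screening format was qHTS against 50 nM purified 15hLO-2 in Hepes pH 7.5 with detergent. Activity follows hydroperoxide formation from 45 uM arachidonic acid, measured as 573:405 nm absorbance ratio of the ferric-xylenol orange complex.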
# PNC assembly inh: inhibitors of perinucleolar compartment assembly | activity change (PNC), negative = inhibition, % at 10 µM | 140,000 tested, 3.1% active | PC3M PTB-GFP, PNC prevalence imaging, 16 h; hits give low values | AID 2417;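 active means readout at or below -70, meaning at least 70% loss of cells showing the perinucleolar compartment, a nuclear body marking cancer cells; inconclusive means readout between -30 and a set limit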;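 further: plate controls were DMSO wells for no effect and camptothecin positive control wells for full effect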
#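 PC3M cells stably expressing PTB-GFP, 750–1000 cells/well, treated 16 h at 37 °C with compound (23 nl of library stock), in duplicate. After paraformaldehyde fixation and Hoechst stain, imaged at 20x; PNC prevalence scored by image analysis.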
# IMPase inh: cell-permeable inhibitors of inositol monophosphatase (IMPase); CHO-M1 cells, IP1 accumulation, HTRF TR-FRET ratio; 120,000 tested, under 10 active; P97697; inhibition (IP1 accumulation), % at 46.1 µM; active means well fitted curve in the direction sought with a large enough effect in the signal ratio, not every such curve was filed as active; inconclusive means small, poorly fitted or top-dose-only effect, or a change in a side signal; inactive means no such curve, though single readings can be large or run the other way; the % refers to the signal ratio;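 further: cells stimulated with carbachol in lithium chloride buffer; plate controls were DMSO basal wells for no effect and reference inhibitor wells for full effect; higher means more IMPase inhibition seen as more IP1 and lower FRET ratio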
# Target sequence (P97697 whole entry, looked up): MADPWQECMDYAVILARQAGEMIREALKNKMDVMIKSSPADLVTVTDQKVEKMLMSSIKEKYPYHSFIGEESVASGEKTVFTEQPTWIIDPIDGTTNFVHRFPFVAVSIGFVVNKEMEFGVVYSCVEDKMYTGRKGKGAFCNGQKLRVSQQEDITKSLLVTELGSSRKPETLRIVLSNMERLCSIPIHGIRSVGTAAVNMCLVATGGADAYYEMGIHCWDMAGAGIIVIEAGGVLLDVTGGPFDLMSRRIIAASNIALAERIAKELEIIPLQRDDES
#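 CHO-M1, 2000 cells/well, cultured 16–30 h; cpd up to 46 uM; carbachol (50 uM solution, stimulation buffer w/ 50 mM LiCl, pH 7.4), 30 min 37C; IP-One TR-FRET, 10 min RT; Ex 320/Em 665, 620; Hill-fit AC50.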
# 12-hLO inh: blocks human 12-lipoxygenase activity; purified 12-hLO, xylenol orange hydroperoxide absorbance; Potency, µM (series often up to 57.1 µM), for inactives: at the highest dose activity change, negative = inhibition, actives largely listed as inhibitors; 150,000 tested, 0.12% active; AID 1452; further: potency means the concentration at half of the fitted maximal effect; nearly all actives have a fitted effect of over 55% in size; many of its hits are not listed in these tables
# Target sequence (P18054 whole entry, looked up): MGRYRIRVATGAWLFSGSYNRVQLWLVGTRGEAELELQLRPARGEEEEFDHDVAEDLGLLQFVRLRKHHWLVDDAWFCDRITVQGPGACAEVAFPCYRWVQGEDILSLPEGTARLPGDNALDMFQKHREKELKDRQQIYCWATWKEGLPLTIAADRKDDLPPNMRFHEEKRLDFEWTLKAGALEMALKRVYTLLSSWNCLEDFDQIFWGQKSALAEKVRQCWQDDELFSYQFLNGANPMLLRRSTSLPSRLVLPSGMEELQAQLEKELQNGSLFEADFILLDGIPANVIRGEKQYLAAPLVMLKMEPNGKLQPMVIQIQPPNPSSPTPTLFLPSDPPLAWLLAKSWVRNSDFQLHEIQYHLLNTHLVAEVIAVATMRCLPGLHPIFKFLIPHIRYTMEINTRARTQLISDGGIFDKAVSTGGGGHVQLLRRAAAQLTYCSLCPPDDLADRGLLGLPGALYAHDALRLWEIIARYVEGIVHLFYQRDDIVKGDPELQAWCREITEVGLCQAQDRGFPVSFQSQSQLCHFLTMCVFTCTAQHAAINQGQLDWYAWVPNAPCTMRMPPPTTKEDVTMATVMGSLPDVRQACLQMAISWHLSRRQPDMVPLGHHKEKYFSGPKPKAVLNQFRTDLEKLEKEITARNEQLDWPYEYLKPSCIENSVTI
#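 Xylenol orange chromogenic assay: hydroperoxide from 12hLO oxidises Fe(II), giving red-shifted Fe(III)-XO absorbance. Conditions: 150 nM enzyme, 40 uM arachidonic acid, 25 mM Hepes pH 7.0, 0.01% Triton X-100, 30 min, room temperature.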
# * hit, by the source's call; ? = inconclusive; . = not tested or not shown; [ ] = remark or other dose. Unless noted, the call rests on the fitted dose curve; in most records, active means well fitted curve in the direction sought with a large enough effect; inconclusive means small, poorly fitted or top-dose-only effect, or another doubt; inactive means no such curve, though single readings can be large; an effect the other way counts as inactive or inconclusive. Unless noted, on the % scale 0 is the no-effect control and ±100 the full control effect. Some of the compounds tested. The share of hits here may be higher or lower than overall.
SMILES,15-hLO-2 inh,PNC assembly inh,IMPase inh,12-hLO inh
COc1ccc(S(=O)(=O)N2Cc3ccccc3CC2C(=O)Nc2ccc(O)cc2)cc1OC (configuration not stated),-5%,?,11,-5%
O=C(Nc1ccccc1N1CCOCC1)c1ccccc1NS(=O)(=O)c1ccc(F)c(F)c1,-5%,46,-1,-2%
N#C/C(C(=O)Oc1ccccc1)=C1/Nc2ccccc2-c2ccccc21,?,-13,0,0%
CCOc1ccccc1NC(=O)C(Sc1ccccc1)c1ccccc1 (configuration not stated),4%,-8,?,-4%
Cc1ccc2cc(CNC(C)(C)C)c(=O)[nH]c2c1,12%,?,4,1%
O=C(NC(=S)NNS(=O)(=O)c1ccccc1)c1ccc([N+](=O)[O-])cc1,.,?,.,-5%
O=C(CCc1ccc(O)cc1)c1c(O)cc(O)cc1O[C@@H]1O[C@H](CO)[C@@H](O)[C@H](O)[C@H]1O,0%,.,0,3%
O=C(Nc1ccc(N2CCN(C(=O)c3ccc(Cl)cc3)CC2)cc1)c1ccc2c(c1)OCCO2,2%,24,18,-2%
Cc1cc(C)cc(OC(=O)N2CCOCC2)c1,1%,-18,4,1%
CCC(=O)c1ccccc1OCCSc1nc(C)cc(=O)[nH]1,-5%,30,14,2%
COc1ccc(N2CCN(c3nc4ccccc4n3CC(=O)c3ccccc3)CC2)cc1,16%,48,20,-8%
CCC1Oc2ccc(C)cc2N(CC(=O)NCCN2CCCCCC2)C1=O (configuration not stated),17%,-9,3,-3%
COC(=O)/C=c1/s/c(=C(/C#N)C(=O)N2CCCCC2)n(-c2ccccc2)c1=O,.,?,-13,0%
CCN1C(=O)Cc2cc(S(=O)(=O)N3CCOCC3)ccc21,-4%,-11,-4,-1%
CCC(=O)N1CCN(c2ccc(NC(=O)c3cccs3)cc2)CC1,.,31,0,5%
O=C(CCN1C(=O)C2C3C=CC(C3)C2C1=O)Nc1nccs1 (configuration not stated),0%,?,-2,4%
CCC(=O)N1CCN=C1SCc1ccccc1,2%,29,1,1%
O=C(Nc1cccc(O)c1)C1CCCN1C(=O)OCc1ccccc1 (configuration not stated),2%,7,10,4%
CN1c2ccsc2C(O)=C(C(=S)Nc2ccccc2)S1(=O)=O,-21%,49,3,2%
COc1ccc2c(c1OC)C(=O)N1c3ccccc3N=C(c3ccc([N+](=O)[O-])cc3)CC21 (configuration not stated),.,41,4,-18%
Cn1cccc1C(=O)N1CCC[C@@]2(CCN(C(c3ccccc3)c3ccccc3)C2)C1,20%,.,.,-6%
C[C@]1(OC(=O)/C=C\c2ccccc2)C[C@@H](O)[C@@]2(O)C=CO[C@@H](O[C@H]3O[C@@H](CO)[C@@H](O)[C@@H](O)[C@@H]3O)[C@H]21,-1%[25.6 µM],.,-8[20.6 µM],3%[25.6 µM]
CC1(C)CC(=O)c2cc(C(=O)N3CCN(CCO)CC3)c(=O)n(-c3ccc(Cl)cc3)c2C1,-1%,-11,-6,5%
O=C(NCCc1ccccc1F)[C@@H]1CSC2c3ccccc3C(=O)N21 (some centres not stated),16%,59,4,-11%
COCCNC(C(=O)Nc1ccc([N+](=O)[O-])cc1Br)c1ccccc1 (configuration not stated),.,-7,.,-3%
Cc1ccc(/C=C/c2nnc(-c3cccc(C)c3)o2)cc1,3%,-4,12,8%
O=C(COC(=O)/C=C/c1nc2ccccc2s1)Nc1ccccc1Oc1ccccc1,.,-108*,.,-1%
O=C(NCC1CCCO1)c1cccc(N2C(=O)C3C4C=CC(C4)C3C2=O)c1 (configuration not stated),4%[2.29 µM],?,-1,2%
Cc1ccc(/C(O)=C2\C(=O)C(=O)N(Cc3cccnc3)C2c2ccccc2[N+](=O)[O-])cc1 (configuration not stated),.,-13,.,-6%
CCn1c(=O)cc(SCC(=O)N2CCN(c3ccccn3)CC2)c2ccccc21,-2%,18,4,1%
C=CCn1c(SCc2ccc(C(=O)Nc3ccccc3)cc2)nnc1-c1ccccc1,7%,-26,4,-4%
O=C(Cn1cc(C(=O)C2CC2)c2ccccc21)NC1CCCC1,-3%,-28,8,-1%
CCCN(CCC)S(=O)(=O)c1ccc(C(=O)Nc2nnc(CSC)o2)cc1,30%,7,1,-8%
CC(/C=C1\SC(=S)N(NC(=O)c2ccc(O)cc2)C1=O)=C\c1ccccc1,.,21,.,-11%
CCCCOc1ccc(C(=O)Nc2cccc(C)n2)cc1,15%,?,8,-4%
CCc1nnc(NC(=O)CCC(=O)NC2CCCc3ccccc32)s1 (configuration not stated),.,31,.,3%
CCOC(=O)C(C)Sc1nc2ccccc2c(=O)n1CC1CCCCC1 (configuration not stated),6%,1,14,-9%
O=C(NC1CCCCCC1)C1CCN(S(=O)(=O)N2CCC3(CC2)OCCO3)CC1,-15%,3,-8,3%
CC1(C)CC(=O)C2=C(C1)OC(N)=C(C#N)C2c1ccsc1 (configuration not stated),0%,?,-1,0%
CCOC(=O)c1c(C)[nH]c(C(=O)NCc2ccccc2OC)c1C,7%,5,8,5%
CC1CCN(c2nc(-c3ccccc3O)nc3ccccc23)CC1,-8%,-9,1,4%
CC(=O)c1ccc(N2CCCC2)c(F)c1,2%,-20,17,-3%
COc1cccc(/C=N/NC(=O)C(=O)NCc2cccnc2)c1O,.,?,6,-25%
O=S(=O)(c1ccc(NC(=S)NCCC(c2ccccc2)c2ccccc2)cc1)N1CCOCC1,.,43,.,?
COc1ccccc1C1SCCN1C(=O)c1ccc([N+](=O)[O-])cc1 (configuration not stated),.,15,.,-1%

# Rewritten as tab-separated lines: entries from further up
molecule	15-hLO-2 inh	PNC assembly inh	IMPase inh	12-hLO inh
Cc1ccc(/C(O)=C2\C(=O)C(=O)N(Cc3cccnc3)C2c2ccccc2[N+](=O)[O-])cc1 (configuration not stated)	.	-13	.	-6%
CCn1c(=O)cc(SCC(=O)N2CCN(c3ccccn3)CC2)c2ccccc21	-2%	18	4	1%
C=CCn1c(SCc2ccc(C(=O)Nc3ccccc3)cc2)nnc1-c1ccccc1	7%	-26	4	-4%
O=C(Cn1cc(C(=O)C2CC2)c2ccccc21)NC1CCCC1	-3%	-28	8	-1%
CCCN(CCC)S(=O)(=O)c1ccc(C(=O)Nc2nnc(CSC)o2)cc1	30%	7	1	-8%
CC(/C=C1\SC(=S)N(NC(=O)c2ccc(O)cc2)C1=O)=C\c1ccccc1	.	21	.	-11%
CCCCOc1ccc(C(=O)Nc2cccc(C)n2)cc1	15%	?	8	-4%
CCc1nnc(NC(=O)CCC(=O)NC2CCCc3ccccc32)s1 (configuration not stated)	.	31	.	3%
CCOC(=O)C(C)Sc1nc2ccccc2c(=O)n1CC1CCCCC1 (configuration not stated)	6%	1	14	-9%
O=C(NC1CCCCCC1)C1CCN(S(=O)(=O)N2CCC3(CC2)OCCO3)CC1	-15%	3	-8	3%
CC1(C)CC(=O)C2=C(C1)OC(N)=C(C#N)C2c1ccsc1 (configuration not stated)	0%	?	-1	0%
CCOC(=O)c1c(C)[nH]c(C(=O)NCc2ccccc2OC)c1C	7%	5	8	5%
CC1CCN(c2nc(-c3ccccc3O)nc3ccccc23)CC1	-8%	-9	1	4%
CC(=O)c1ccc(N2CCCC2)c(F)c1	2%	-20	17	-3%

# Next structures
SMILES,15-hLO-2 inh,PNC assembly inh,IMPase inh,12-hLO inh
COc1ccccc1NC(=O)N1CCCC1C(=O)Nc1ccc2c(c1)OCO2 (configuration not stated),.,-13,15,-2%
CCOC(=O)c1sc(=S)n(C)c1NC(=O)c1ccccc1,.,?,7,-2%
CC(C)CCNc1nc(N2CCCC2)c2c(c1C#N)CCN(C)C2,45%[activator],-1,1,-2%
CC(C)OCC1CO1 (configuration not stated),-4%,.,.,-3%
CC(C)Cc1nnc(NC(=O)c2ccc([N+](=O)[O-])cc2)s1,0%,?,-1,3%
O=C(c1cc2ccccc2oc1=O)N(Cc1ccco1)Cc1cccs1,-4%,-5,3,-10%
Cc1cccc(OC(C)C(=O)NCc2ccc(S(N)(=O)=O)cc2)c1 (configuration not stated),.,-13,.,-3%
CCOc1ccc(N=C(NN)c2ccc3ccccc3n2)cc1,.,?,.,-7%
CCOC(=O)Cn1c(=O)oc2cc(S(=O)(=O)Nc3cccc(C)c3)ccc21,0%,?,-3,-4%
COc1ccc(S(=O)(=O)O/N=C2\CCSc3ccc(C)cc32)cc1,3%,15,2,1%
C=C(C)Cn1c(Sc2nnc(C)s2)nc2c1c(=O)[nH]c(=O)n2C,0%,-10,2,0%
CS(=O)(=O)N(CC(=O)N1CCCC1)c1ccc(Cl)c(Cl)c1,-6%,?,1,-1%
Cc1ccc(NC(=O)CCCN2C(=O)c3cccc4cccc(c34)C2=O)cc1,.,11,3,5%
CC(=O)Nc1ccccc1C(=O)C(=O)Nc1ccc(C)c(F)c1,.,22,.,1%
O=C1C2C3C=CC(C3)C2C(=O)N1CN(Cc1ccccc1)CN1C(=O)C2C3C=CC(C3)C2C1=O (configuration not stated),3%,-4,4,-2%
COC(=O)CSc1cnc2ccccc2n1,-2%,28,3,-1%
Cc1nc([N+](=O)[O-])c(Sc2nc3ccccc3[nH]2)n1Cc1ccccc1,.,-20,4,-3%
COc1ccc(-c2cc(C(=O)OCC(=O)N3CCCC3)c3ccccc3n2)cc1,-12%,25,-6,-13%
Cc1ccc(-c2nc(NC(=O)c3nn(C)cc3[N+](=O)[O-])sc2C)cc1,-6%,-4,4,-6%
CC1=CC=CN2CC(O)CN=C12 (configuration not stated),-11%,?,-1,0%
CC(C)CC(=O)Nc1ccc(N2CCOCC2)cc1,-2%,?,6,-4%
c1ccc(-c2nc(-n3nc4ccccc4n3)nc3ccccc23)cc1,-18%,6,?,-8%
CN(Cc1ccccc1)C(NC(=O)c1ccccc1)C(Cl)(Cl)Cl (configuration not stated),8%,-21,2,3%
CCCC1(C(=O)OC)NC(c2cc(OC)c(OC)c(OC)c2)C2C(=O)N(CC)C(=O)C21 (configuration not stated),.,-18,16,-2%
CC1=NN(c2ccccc2)C(=O)C1N=Nc1ccccc1 (configuration not stated),.,-9,.,-3%
O=C(Cn1c(COc2ccccc2)nc2ccccc21)Nc1cc(Cl)ccc1Cl,.,38,.,2%
CCc1ccccc1NC(=O)C(C)n1nc([N+](=O)[O-])c(Br)c1C (configuration not stated),-5%,44,7,-3%
COc1ccc(OC)c(-n2c(=S)[nH]c3cc(C(=O)N4CCC(C(N)=O)CC4)ccc3c2=O)c1,9%[11.4 µM],?,-1[1.84 µM],5%
Cc1cccc(C(=O)NC(=S)Nc2ccccc2C(F)(F)F)c1,.,43,.,?
C/C(NCc1cccnc1)=C(\C#N)C(=O)NCc1ccccc1,2%,29,3,0%
O=C1NCCCc2c1no[n+]2[O-],8%[11.4 µM],-1,7[1.84 µM],3%
Cc1nnc(NC(=O)c2cccc(S(=O)(=O)N3CC(c4ccccc4)CC3=O)c2)s1 (configuration not stated),-3%,-19,8,-1%
O=C(c1c[nH]c2ccc(S(=O)(=O)N3CCC4(CC3)OCCO4)cc2c1=O)N1CCOCC1,-5%,44,-1,9%
Cc1ccc(C)c(C(=O)Nc2c(C(N)=O)oc3ccccc23)c1,-4%,-11,2,-3%
CC(C)CCC(CCN1CCOCC1)c1ccc2c(c1)OCO2 (configuration not stated),32%[activator],24,3,-3%
COc1ccc(OCCNS(=O)(=O)Cc2ccccc2)cc1,.,22,6,0%
Cc1ccc(-n2ccnc2SCC(=O)N(CC(C)C)C2CCS(=O)(=O)C2)c(C)c1 (configuration not stated),-6%,12,0,-8%
Cn1c(=O)c(C(=S)NC(=O)C2CC2)c(N)n(Cc2ccccc2)c1=O,?,-16,-1,-23%

# Source: PubChem BioAssay
